Source: PubChem
hIAP inh: blocks human intestinal alkaline phosphatase; P09923; 330,000 compounds, 0.12% hits; inhibition, % at 10 µM; AID 2544; purified IAP, CDP-Star luminescence, 30 min;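 active = inhibition reaching a set limit with compound at 10 µM in the primary screen, cut at about 35% in these data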;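 note: plate controls were DMSO wells with enzyme for no effect and no-enzyme buffer wells for full effect; values of inactives mirror those of a sister screen read the other way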
Target sequence (P09923 whole entry, looked up): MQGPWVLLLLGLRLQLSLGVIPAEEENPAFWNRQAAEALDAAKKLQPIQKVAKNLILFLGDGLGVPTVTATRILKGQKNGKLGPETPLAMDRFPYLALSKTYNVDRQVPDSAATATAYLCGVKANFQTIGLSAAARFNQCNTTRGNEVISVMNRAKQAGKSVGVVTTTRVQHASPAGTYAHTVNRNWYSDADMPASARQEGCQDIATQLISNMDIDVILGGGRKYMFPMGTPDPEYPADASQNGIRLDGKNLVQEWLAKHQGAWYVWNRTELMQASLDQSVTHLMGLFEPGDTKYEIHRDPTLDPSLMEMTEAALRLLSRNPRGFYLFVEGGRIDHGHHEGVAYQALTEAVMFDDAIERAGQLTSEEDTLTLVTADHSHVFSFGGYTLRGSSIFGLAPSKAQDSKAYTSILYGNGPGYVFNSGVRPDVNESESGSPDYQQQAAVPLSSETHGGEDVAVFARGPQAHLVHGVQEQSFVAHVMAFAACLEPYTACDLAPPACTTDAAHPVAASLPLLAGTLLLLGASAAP
mIAP inh: blocks mouse intestinal alkaline phosphatase | purified mouse IAP, CDP-Star luminescence, 30 min | inhibition, % at 10 µM | 330,000 compounds, 0.2% hits | AID 2806;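 active = inhibition of at least 40% at 10 µM in the primary screen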;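 note: plate controls were DMSO with enzyme for no effect and no enzyme wells for full effect; values of inactives mirror those of a sister screen read the other way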
hIAP activ: human IAP activation; P09923; activation factor at 10 µM; 330,000 compounds, 0.16% hits; purified human IAP, CDP-Star luminescence, 30 min; hits give high values; 1 = vehicle-only enzyme, 0 = enzyme-free background;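 active = activation factor of the enzyme at least 2-fold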; note: the source names both 10 and 20 µM as test concentration; values of inactives mirror those of a sister screen read the other way
GRIN3A LBD mod: modulators (binders) of human NR3A ligand-binding domain; NR3A LBD differential scanning fluorimetry, Tm shift; 0% = protein alone, 100% = glycine-bound protein; Tm shift relative to glycine control, % at 25 µM; 340,000 compounds, 2.5% hits;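 active = melting temperature shift of at least 10% of the positive control shift, at one fixed dose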
APOBEC3G inh: blocks human APOBEC3G single-stranded DNA deamination; Q9HC16; recombinant A3G, ssDNA deamination FAM/TAMRA fluorescence; inhibition, % at 20 µM; 330,000 compounds, 0.28% hits;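 active = inhibition of at least 40% at 20 µM, with no more than 30% in the related APOBEC3A deaminase screen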;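 note: plate controls were DMSO wells with A3G for no effect and wells lacking A3G enzyme for full effect; some compounds called inactive have numbers as strong as hits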
mIAP act: increases mouse intestinal alkaline phosphatase activity; activation factor at 10 µM; 330,000 compounds, 0.24% hits; muIAP, CDP-Star luminescence, 30 min; hits give high values; 1 = vehicle-only enzyme signal, 0 = enzyme-free wells; AID 2805;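 active = activation factor of at least 2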; note: the source names both 10 and 20 µM as test concentration; values of inactives mirror those of a sister screen read the other way
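Assay system: mouse IAP enzyme; reagent: chemiluminescent substrate CDP-Star; dosing: test compounds delivered from DMSO solution; schedule: 30 min at room temperature; measured by: luminescence from enzymatic CDP-Star hydrolysis; controls: DMSO-only wells and no-enzyme negative control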
MPTP block: inhibitors of mitochondrial permeability transition pore. isolated mouse mitochondria, Ca2+ swelling absorbance, 30 min. inhibition, % at 10 µM. 360,000 compounds, 1.4% hits. AID 602449;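 active = inhibition of 50% or more, scaled per plate between neutral and stimulator controls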;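 note: 0% = DMSO wells given calcium and 100% = 1 mM EGTA wells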
APOBEC3A inh: blocks human APOBEC3A ssDNA deamination; P31941; recombinant A3A, FAM/TAMRA ssDNA deamination fluorescence; 330,000 compounds, 0.41% hits; inhibition, % at 20 µM;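 active = at least 40% inhibition at 20 µM here, with at most 30% in a related deaminase screen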;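 note: plate controls were A3A with DMSO for no effect and wells lacking A3A enzyme for full effect; some results filed as inactive read as strong as hits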
Target sequence (P31941 whole entry, looked up): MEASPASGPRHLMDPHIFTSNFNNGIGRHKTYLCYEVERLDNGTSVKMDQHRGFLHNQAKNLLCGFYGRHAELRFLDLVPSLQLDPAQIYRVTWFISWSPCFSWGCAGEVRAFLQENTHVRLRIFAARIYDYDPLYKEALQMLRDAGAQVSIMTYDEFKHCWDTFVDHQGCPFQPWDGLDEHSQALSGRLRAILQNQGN
beta cell repl: MIN6 beta-cell proliferation induction; MIN6 cells proliferation, ATPlite luminescence, 48 h; cells starved in 0.2% serum; 100% = growth in 10% serum; proliferation, % at 10 µM; 330,000 compounds, 0.29% hits; AID 2380;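 active = compounds whose signal lies at least 3.5 SD above the mean of all wells on their plate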;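 note: 0% = DMSO-treated cells in low-serum medium and 100% = 10% serum control; some compounds called inactive have numbers as strong as hits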
Numbers without * were called inactive; & = joins results of further samples. Rows are unselected; overall some 5% were active at least once.

Sequence of screens: hIAP inh	mIAP inh	hIAP activ	GRIN3A LBD mod	APOBEC3G inh	mIAP act	MPTP block	APOBEC3A inh	beta cell repl
1) O=C(CN(CC1CCCO1)S(=O)(=O)c1ccc(S(=O)(=O)NCC2CCCO2)cc1)Nc1ccccc1 (centres undefined)
    -2	16	1	-1	-6	0.84	-2.3	0	1
2) CCCCn1c(N)c(N(CCOC)C(=O)CSCc2ccc(Cl)c(Cl)c2)c(=O)[nH]c1=O
    1	5	0.99	1	-5	0.95	-1.6	1	-1
3) Cc1cccc(OCC(=O)Nc2ccc(N3CCN(S(C)(=O)=O)CC3)cc2)c1C
    -1	-14	1	1	0	1.1	1.3	2	-4
4) CSc1ccc(C#N)cc1NC(=O)c1cccc(Cl)c1
    13	15	0.87	-2	4	0.85	1.9	-2	-1
5) Nc1cc(S(=O)(=O)Nc2ccccc2Cl)ccc1N1CCCC1
    3	3	0.97	-1	-3	0.97	10	-3	2
6) O=C1c2ccccc2NC(c2ccccn2)N1c1ccccc1F (centres undefined)
    -6	-5	1.1	0	-4	1	1.3	-1	-1
7) Cc1cc(CNC(=O)COc2ccc(C)c(C)c2)c2ccccc2n1
    -36	-5	1.4	-2	0	1	-0.2	1	-1
8) COc1cc2c(cc1OC)C(CCc1ccccc1)=NCC2
    -22	5	1.2	-1	-1	0.95	2.6	0	-2
9) COc1ccccc1N1CC(C(=O)Nc2nnc(SCC(=O)N3CCOCC3)s2)CC1=O (centres undefined)
    -5	13	1.1	2	-3	0.87	-2.7	0	-3
10) Cc1ncsc1CCOC(=O)c1cccc([N+](=O)[O-])c1
    24&-20	0&-4	0.76&1.2	-1&0	-1&-4	1&1	-0.2&0.2	-1&-1	-1&1
11) Cc1cc(C(=O)N/N=C/c2ccc3c(c2)OCO3)c2ccccc2n1
    -18	9	1.2	-1	9	0.91	2.0	-2	-1
12) O=C(NNS(=O)(=O)c1ccccc1F)c1cc(-c2ccccc2)n[nH]1
    -2	17	1	0	-5	0.83	-0.4	-1	-2
13) COc1ccccc1Cn1c(=O)c2ccccc2n2c(SCc3csc(C)n3)nnc12
    1	4	0.99	-1	-6	0.96	1.4	-1	-3
14) Cc1ccc(CSCCNC(=O)CN2C(=O)c3ccccc3S2(=O)=O)cc1
    -9	2	1.1	0	-8	0.98	0.1	-3	-1
15) O=C(CNC(=O)C1CCCCC1)NC1=NCCS1
    -1	2	1	1	2	0.98	-1.6	0	1
16) O=c1cc(-c2ccccc2)nc2nc(-c3ccccc3)[nH]n12
    6	-4	0.94	-23	-9	1	0.3	-11	-3
17) O=C(Nc1ccc(Cl)cc1C(F)(F)F)c1ccccc1Cl
    2	-1	0.98	2	-5	1	18	0	3
18) CC(C)CN(CC(C)C)C1=N/C(=C\c2ccco2)C(=O)N1c1ccccc1
    -1	17	1	0	0	0.83	19	-1	-6
19) CC(C)Cc1n[nH]c(=O)[nH]1
    -26	3	1.3	-2	-10	0.97	0.3	-4	-1
20) CSc1nc(N(C)NC(=O)c2ccc(F)cc2)c2ccccc2n1
    -6	-7	1.1	1	2	1.1	0.5	3	-2
21) COCCOc1ccc(C(F)(F)F)cc1NC(=O)CN1C(=O)NC2(CCc3ccccc32)C1=O (centres undefined)
    14	2	0.86	-14	-5	0.98	-2.5	-5	5
22) O=C(NCCS(=O)(=O)NCCc1ccccc1)c1ccc2c(c1)OCO2
    9	-2	0.91	3	-7	1	0.9	0	-3
23) COc1ccccc1Oc1ccc2c(c1)C(=O)N(CC1CCCO1)C2=O (centres undefined)
    3	-1	0.97	12*	-12	1	2.8	-5	-1
24) Cn1nc(C(F)(F)F)c(C(=O)Nc2ccc(F)cc2F)c1Oc1cccc(Cl)c1
    -2	4	1	1	0	0.96	-1.7	3	-2
25) COc1ccc(CCNC(=O)CN(c2ccc(OC)c(OC)c2)S(=O)(=O)c2ccc(C)cc2)cc1
    -3	-2	1	0	-5	1	-0.7	0	2
26) Cc1ccc(C)c(OCCC(=O)Nc2ccc(S(=O)(=O)N3CCCC3)cc2)c1
    -13	-16	1.1	0	2	1.2	1.2	4	-5
27) CCn1c(CNc2ccc(F)cc2)nnc1SCC(=O)Nc1ccc(OC)cc1OC
    7	-3	0.93	1	-3	1	-1.1	-1	-3
28) Cc1csc(NC(=O)CSc2ccc(-c3ccc(F)cc3)nn2)n1
    -4	-4	1	1	-2	1	-0.4	5	-4
29) COC(=O)c1c(NC(=O)Cc2ccccc2)sc2c1CCN(C(C)C)C2
    2	-11	0.98	1	-9	1.1	0.4	1	1
30) CN(C)c1nc2c(c(=O)[nH]c(=O)n2C)n1Cc1ccc(F)cc1
    -17	-10	1.2	1	-14	1.1	-0.2	-5	-3

The last two compounds of the section above are carried over, then new ones follow:
Sequence of screens: hIAP inh	mIAP inh	hIAP activ	GRIN3A LBD mod	APOBEC3G inh	mIAP act	MPTP block	APOBEC3A inh	beta cell repl
29) COC(=O)c1c(NC(=O)Cc2ccccc2)sc2c1CCN(C(C)C)C2
    2	-11	0.98	1	-9	1.1	0.4	1	1
30) CN(C)c1nc2c(c(=O)[nH]c(=O)n2C)n1Cc1ccc(F)cc1
    -17	-10	1.2	1	-14	1.1	-0.2	-5	-3
31) Cn1ccc(O)c(C#N)c1=O
    14	2	0.86	-1	0	0.97	-0.8	-2	-1
32) Cc1ccc2cc(C(c3nnnn3CC3CCCO3)N3CCc4ccccc4C3)c(=O)[nH]c2c1 (centres undefined)
    -9	-3	1.1	1	5	1	2.4	-4	0
33) CC(=O)OC(COC1C[C@@H]2CC[C@@]1(C)C2(C)C)C[N+]1(C)CCCCC1 (some centres undefined)
    -6	11	1.1	1	15	0.89	0.8	48*	-1
34) CNC[C@H](CC1CCCCC1)NC[C@H](CO)NCCc1cccc(C(F)(F)F)c1
    -5	-12	1	2	8	1.1	5.2	-3	-9
35) CCOC(=O)C1(CCOc2ccccc2)CCN(CC(O)CO)CC1 (centres undefined)
    -16	5	1.2	-2	-4	0.95	-0.5	2	1
36) CCOc1ccc(CN2CCNC(=O)C2CC(=O)NCCc2nc(C)c3c(n2)CCC3)cc1 (centres undefined)
    -16	4	1.2	0	0	0.96	-0.4	1	-2
37) COC(=O)c1cc(NC(=O)Cn2nc(C)n3cccc3c2=O)cc(C(=O)OC)c1
    39*	-4	0.61	2	0	1	1.0	2	-3
38) CC(=O)c1cc(F)ccc1OCC(=O)Nc1ccc2c(c1)OCO2
    13	-11	0.87	-1	-6	1.1	0.0	0	-5
39) COc1cc(OC)cc(C(=O)N[C@H](C(=O)NCCc2c[nH]c3ccccc23)C(C)C)c1
    -4	-20	1	2	-2	1.2	2.2	12	-4
40) Cc1ccccc1OCC(=O)Nc1ccccc1N1CCOCC1
    -14	1	1.1	0	2	0.99	0.2	4	-3
41) CC(C)(C)n1nnnc1C(c1ccncc1)N1CCN(c2ccc(O)cc2)CC1 (centres undefined)
    16	9	0.84	-1	15	0.91	-0.9	-2	-4
42) C/C(CC(=O)Nc1ccc(Cl)c(C(F)(F)F)c1)=N\NC(=O)c1cnccn1
    -41	9	1.4	-2	3	0.91	2.3	3	-8
43) CN(CCC1CCOCC1)Cc1nc(Cc2ccccc2F)no1
    1	-2	0.99	0	0	1	1.1	1	-3
44) COc1ccc(OC)c(NC(=O)CSc2nnnn2-c2ccc3c(c2)OCO3)c1
    -3	4	1	2	-5	0.95	-0.6	-5	-2
45) CC(=O)NCCC(=O)Nc1cc(S(=O)(=O)N2CCOCC2)ccc1Oc1ccccc1
    10	4	0.9	-1	-10	0.95	2.4	-1	-1

Looked up one by one from the entries so far:
Sequence of screens: hIAP inh	mIAP inh	hIAP activ	GRIN3A LBD mod	APOBEC3G inh	mIAP act	MPTP block	APOBEC3A inh	beta cell repl
42) C/C(CC(=O)Nc1ccc(Cl)c(C(F)(F)F)c1)=N\NC(=O)c1cnccn1
    -41	9	1.4	-2	3	0.91	2.3	3	-8
37) COC(=O)c1cc(NC(=O)Cn2nc(C)n3cccc3c2=O)cc(C(=O)OC)c1
    39*	-4	0.61	2	0	1	1.0	2	-3
31) Cn1ccc(O)c(C#N)c1=O
    14	2	0.86	-1	0	0.97	-0.8	-2	-1
40) Cc1ccccc1OCC(=O)Nc1ccccc1N1CCOCC1
    -14	1	1.1	0	2	0.99	0.2	4	-3
44) COc1ccc(OC)c(NC(=O)CSc2nnnn2-c2ccc3c(c2)OCO3)c1
    -3	4	1	2	-5	0.95	-0.6	-5	-2
41) CC(C)(C)n1nnnc1C(c1ccncc1)N1CCN(c2ccc(O)cc2)CC1 (centres undefined)
    16	9	0.84	-1	15	0.91	-0.9	-2	-4
32) Cc1ccc2cc(C(c3nnnn3CC3CCCO3)N3CCc4ccccc4C3)c(=O)[nH]c2c1 (centres undefined)
    -9	-3	1.1	1	5	1	2.4	-4	0

(further entries)
Sequence of screens: hIAP inh	mIAP inh	hIAP activ	GRIN3A LBD mod	APOBEC3G inh	mIAP act	MPTP block	APOBEC3A inh	beta cell repl
46) COc1cccc(/C=C2\SC(=S)N(CCC(=O)NC3C=CS(=O)(=O)C3)C2=O)c1 (centres undefined)
    8	9	0.92	-3	1	0.91	-1.2	2	-6
47) CC(C)C(C(=O)Nc1ccc(N2CCOCC2)cc1)N1C(=O)c2ccccc2C1=O (centres undefined)
    -1	0	1	-1	-7	1	-1.1	-4	1
48) NC(=O)C1CC(=O)N(c2ccc(OCc3c(F)cccc3Cl)cc2)C1 (centres undefined)
    17	-6	0.83	-1	-2	1.1	1.9	2	-1
49) O=C(/C=C/c1ccccc1)N1CCC[C@H]1CO
    12	-8	0.88	-1	-9	1.1	-2.0	0	5
50) Cc1ccc(Cl)cc1N1CCN(C(c2cccnc2)c2nnnn2C2CCCCC2)CC1 (centres undefined)
    7	-2	0.93	-1	-3	1	0.9	1	-5
51) Cn1cc(S(=O)(=O)Oc2ccccc2)c(=O)n(C)c1=O
    -7	1	1.1	0	-1	0.99	-4.9	-2	-3
52) COCc1nnc(NC(=O)c2ccc(S(=O)(=O)N3CCCCCC3)cc2)o1
    4	0	0.96	0	-1	1	-0.8	1	-1
53) CC(=O)Nc1ccc(C(=O)CN2C(=O)NC3(CCOc4ccccc43)C2=O)c(F)c1 (centres undefined)
    6	-1	0.94	-1	-7	1	0.0	-2	-1
54) O=C(O)c1cc(N/N=C/c2c[nH]c3ccccc23)ccc1Cl
    2	-2	0.97	22*	3	1	-2.1	2	5
55) CCOC(=O)C1=C(C)Nc2nc3ccccc3n2C1c1ccncc1 (centres undefined)
    -18	-4	1.2	1	-5	1	3.4	-2	4
56) COc1cccc(NC(=O)[C@@H](NC(=O)N2CCn3c2nc2ccccc23)C(C)C)c1
    7	4	0.93	-10	-5	0.96	-0.6	-3	-3
57) O=C1NC(=O)C(CC(=O)N(Cc2cccs2)C2(C(=O)NC3CCCCC3)CCCCC2)N1 (centres undefined)
    -4	3	1	-4	-2	0.97	-0.2	0	-1
58) O=C(CN1C(=O)NC(Cc2ccccc2)C1=O)NC(=O)NC1CCCCC1 (centres undefined)
    -1	5	1	-2	-4	0.95	1.2	0	-1
59) Cc1ccc(S(=O)(=O)Cn2nnnc2C(C(C)C)N2CCc3ccccc3C2)cc1 (centres undefined)
    -7	-3	1.1	-1	15	1	3.0	3	-2
60) Cc1nn(CC(=O)NC(C)CCc2ccccc2)c(=O)c2nn(-c3ccccc3)c(C)c12 (centres undefined)
    -12	2	1.1	-5	-5	0.98	0.8	-3	-4
